tim23-1 inh: inhibits growth of tim23-1 mutant yeast | S. cerevisiae tim23-1 growth, BacTiter-Glo luminescence, 24 h | AID 463212 | actives 1.3% (n = 330,000) | inhibition, % at 20 µM;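 active = growth inhibition of the mutant yeast at or above 50%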;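 note: temperature-sensitive mutant grown at 25 °C; plate controls were DMSO-treated mutant yeast for no effect and medium wells lacking yeast for full effect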
CHOP UPR activ: apoptotic UPR (CHOP) activation; CHO-CHOP luciferase reporter, luminescence; percent of tunicamycin response over DMSO baseline; activation, % at 10 µM; actives 0.34% (n = 330,000); AID 449763;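 active = at 10 µM dose, activation of 40% or more, normalized to positive control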;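 note: 100% = tunicamycin at 10 µg/mL and 0% = DMSO alone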
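Material: CHO-CHOP cells, stable luciferase reporter of PERK-eIF2a-CHOP signalling; quantity: 500 reporter cells seeded per well; buffer or medium: F12 medium containing 10% fetal bovine serum; compound: one dose, 10 µM in 0.5% DMSO; incubation: 6 h compound treatment, 37 °C; measured by: Steady-Glo luciferase luminescence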
Mdm2-MdmX inh: disrupts the human Mdm2-MdmX interaction; AID 485346; inhibition, % at 8 µM; SaOS-2 split-luciferase Mdm2/MdmX complementation, luminescence; actives 3% (n = 330,000); O15151+Q00987;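 active = inhibition of at least 50% at 8 µM in the primary screen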
Target sequence (O15151 whole entry, looked up): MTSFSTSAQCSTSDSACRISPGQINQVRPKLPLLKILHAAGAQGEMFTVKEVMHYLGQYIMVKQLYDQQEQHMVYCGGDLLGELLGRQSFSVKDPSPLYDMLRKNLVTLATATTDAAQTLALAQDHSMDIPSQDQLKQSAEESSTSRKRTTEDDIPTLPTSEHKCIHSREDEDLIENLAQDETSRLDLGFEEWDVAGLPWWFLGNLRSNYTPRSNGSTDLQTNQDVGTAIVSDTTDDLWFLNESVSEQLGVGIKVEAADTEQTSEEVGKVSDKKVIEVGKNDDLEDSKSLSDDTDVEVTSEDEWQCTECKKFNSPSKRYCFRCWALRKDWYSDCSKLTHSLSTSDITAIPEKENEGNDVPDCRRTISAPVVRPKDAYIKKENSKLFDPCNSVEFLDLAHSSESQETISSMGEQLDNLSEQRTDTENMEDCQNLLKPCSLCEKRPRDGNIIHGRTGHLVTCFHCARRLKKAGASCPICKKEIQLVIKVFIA
Target sequence (Q00987 whole entry, looked up): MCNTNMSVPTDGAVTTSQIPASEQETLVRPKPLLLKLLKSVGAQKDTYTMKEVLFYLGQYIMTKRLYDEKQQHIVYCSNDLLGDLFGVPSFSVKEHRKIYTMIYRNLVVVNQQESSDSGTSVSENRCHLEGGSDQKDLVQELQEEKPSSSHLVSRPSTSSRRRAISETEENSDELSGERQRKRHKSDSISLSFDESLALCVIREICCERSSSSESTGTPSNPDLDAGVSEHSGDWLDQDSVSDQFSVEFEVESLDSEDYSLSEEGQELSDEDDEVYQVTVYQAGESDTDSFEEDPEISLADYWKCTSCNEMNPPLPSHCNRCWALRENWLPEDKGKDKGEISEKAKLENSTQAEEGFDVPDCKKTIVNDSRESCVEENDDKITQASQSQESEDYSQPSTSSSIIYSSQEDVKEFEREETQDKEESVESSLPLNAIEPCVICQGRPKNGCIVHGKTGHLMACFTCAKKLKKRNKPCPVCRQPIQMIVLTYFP
UPR XBP1 act: adaptive UPR (XBP1) activation | CHO-XBP1 luciferase reporter, IRE1-XBP1 UPR activation, luminescence; percent of tunicamycin response, DMSO as zero | actives 0.33% (n = 330,000) | AID 463104 | activation, % at 20 µM;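 active = versus positive control, 20 µM dose yields 30% or more activation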;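 note: 100% = tunicamycin at 10 µg/mL and 0% = DMSO only wells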
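assay system = CHO-XBP1 luciferase reporter cells | amount = 1000 cells/well | buffer or medium = F12 plus 10% FBS | compound dosing = single point, 20 µM final compound, 1% DMSO | incubation = 16-18 h cell attachment at 37 °C, then 6 h compound exposure | detection = Steady-Glo luminescence read | controls = tunicamycin 10 µg/mL and vehicle-only wells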
Jurkat NFkB inh: inhibitors of the PMA/ionomycin-induced NF-kB reporter in Jurkat cells; PMA/ionomycin-induced NF-kB luciferase reporter, luminescence; inhibition, % at 4 µM; actives 0.53% (n = 330,000); in the data active = inhibition above about 50%
697 NFkB inh: inhibitors of the PMA/ionomycin-induced NF-kB reporter in 697 B cells | 697 B-cell NF-kB luciferase reporter, 16 h | inhibition, % at 4 µM | actives 0.33% (n = 330,000); in the data active = inhibition above about 35%
APJ ag: activates the human apelin receptor APJ. P35414. activation, % at 20 µM. AID 2520. CHO-K1 APJ PathHunter beta-arrestin, luminescence; 0% DMSO wells, 100% apelin. actives 0.11% (n = 330,000);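 active = activation more than six SD over the plate average, tested at 20 µM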;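 note: 0% = DMSO alone and 100% = apelin-13 at 10 nM; some results filed as inactive read as strong as hits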
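Assay system – PathHunter CHO-K1 APJ (AGTRL-1) beta-arrestin reporter cells · Compound – one dose, 20 µM compound, 1% DMSO · Timing – compound 90 min 25 °C, reagent 1 h · Measured by – luminescence from split beta-galactosidase complementation, Galacton Star/Emerald II substrate · Measure – beta-arrestin recruitment to APJ as agonist activity, luminescent signal · Benchmarks – DMSO vs Apelin-13 10 nM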
APJ antagonist: antagonists of human APJ apelin receptor; P35414; CHO-K1 APJ beta-arrestin complementation, luminescence; inhibition, % at 20 µM; actives 0.32% (n = 330,000);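 active = inhibition above about 40% at 20 µM, limit read from the data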;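 note: cells challenged with 10 nM apelin-13 agonist together with compound; plate controls were apelin-13 plus DMSO wells for no effect and DMSO wells lacking apelin-13 for full effect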
Numbers without * were called inactive.

SMILES	tim23-1 inh	CHOP UPR activ	Mdm2-MdmX inh	UPR XBP1 act	Jurkat NFkB inh	697 NFkB inh	APJ ag	APJ antagonist
COc1cccc(CN2CCC(Oc3ccc(C(=O)NCc4ccccn4)cc3)CC2)c1O	-9.8	1.7	1.2	-1.3	7.5	-20.9	-1.2	-7.5
CCOC(=O)c1sc(N(Cc2ccccc2)C(=O)COC(=O)c2ccccc2O)nc1C	39.4	6.3	-23.2	2.3	-0.2	-32.8	-0.7	-15.9
CC(=O)c1cc(-c2ccc(F)cc2)n(CCC(=O)Nc2cccnc2)c1C	7.3	-2.7	-0.9	2.2	0.1	-0.5	-2.9	-8.4
Cc1cc2c(cc1S(=O)(=O)N1CC(C)CC(C)C1)OCC(=O)N2 (stereo not drawn)	3.0	-2.1	24.8	0.4	-8.4	4.2	-3.4	-6.9
CCOc1cc(/C=C2\NC(=O)NC2=O)cc([N+](=O)[O-])c1O	11.5	-0.7	26.4	-0.8	0.7	6.7	-4.3	43.3*
Cc1cc(NC(=O)c2c(F)c(F)c(F)c(F)c2F)no1	-4.6	-1.2	-15.4	-1.3	6.1	8.4	-1.7	-7.6
Cn1c(=O)[nH]c(=O)c2c1nc(N1CCCCCC1)n2CCSc1nc2ccccc2[nH]1	5.1	-2.3	-2.8	-7.2	1.7	18.8	-2.0	10.4
N=c1sccn1CC(=O)Nc1cc(S(=O)(=O)N2CCCCC2)ccc1Cl	1.7	0.4	30.0	0.9	-8.8	-0.7	-3.4	-8.9
CC(=O)n1cc([C@H]2C=C(C(=O)N3CCOCC3)O[C@@H](OCCCCO)C2)c2ccccc21	13.3	2.9	-7.2	-3.7	3.0	11.0	5.5	9.2
CC(C)C[C@H](NC(=O)c1nc[nH]c1C(=O)N1CCN(C(=O)OC(C)(C)C)CC1)C(=O)OCc1ccccc1	12.5	1.7	34.9	-0.7	13.1	7.4	1.5	11.3
Cc1cc(C)c(NC(=O)CCCCCNC2CCCCC2)c(C)c1	-4.2	-0.7	1.7	-3.9	-4.5	4.1	-2.3	-9.9
CCn1c(SCC(=O)NC(=O)c2ccccc2OC)nc2ccccc21	11.5	0.9	10.7	-1.7	-7.0	14.9	-2.9	7.3
COC(=O)c1ccc2c(c1)NC(=O)C1CCCN21 (stereo not drawn)	-1.0	2.7	24.9	-1.2	9.5	1.8	-2.7	14.8
O=C(CN(C(=O)Cn1nnc(-c2ccc(F)cc2)n1)c1cnc2ccccc2c1)NCC1CCCO1 (stereo not drawn)	4.7	-1.0	11.4	4.3	-17.0	-6.8	-1.5	-10.3
CCN(CC(=O)Nc1c(F)cccc1F)C(=O)c1ccc(Cl)c(S(=O)(=O)N2CCCC2)c1	19.5	-0.1	-5.3	-0.4	-10.3	-6.0	9.3	8.4
O=C(Nc1cccc(-c2cc3ccccc3oc2=O)c1)c1ccc(Br)o1	55.5*	-0.1	4.4	-1.0	4.8	24.5	-3.5	-1.2
Cc1cc(/C=N/n2cnnc2)c(C)n1-c1ccc(OCc2ccc(F)cc2)cc1	14.5	10.0	65.1*	3.5	6.7	-93.1	6.2	-9.7
COc1ccc(S(=O)(=O)Nc2ccc(NC(C)=O)cc2)cc1[N+](=O)[O-]	8.5	-2.1	6.1	-0.7	4.9	28.3	-3.0	11.3
Cn1cnc(S(=O)(=O)Nc2ccc(Cl)c(C(F)(F)F)c2)c1	-4.1	0.0	28.2	-0.9	-9.0	7.4	-1.6	16.6
O=C(NCc1nc2ccccc2[nH]1)C1=C[C@@H](c2ccc(Br)cc2)C[C@@H](OCc2ccc(CO)cc2)O1	10.2	10.8	33.5	0.4	-7.0	-25.0	7.2	-7.8
CCOC(=O)c1cc2sc(C)cc2n1CC(=O)NCc1ccc(F)cc1	14.3	-1.1	-21.3	-3.8	19.1	10.5	-3.3	10.8
CCCCN1C(N)=NC[C@@H]1c1ccccc1	9.8	-0.5	-7.4	5.7	2.9	7.4	-0.3	-4.2
CCN1CCCC1CNCC(O)COc1ccc(C(C)(C)C)cc1C (stereo not drawn)	6.6	-0.9	13.4	0.9	2.7	4.5	-7.9	-27.5
COC(=O)CCCNC(=O)c1ccc(OC2CCN(CCc3ccccc3)CC2)cc1	17.8	-1.2	13.5	-2.2	-19.6	17.5	-4.6	-5.3
CCOc1ccccc1NC(=O)C1C2CCC(O2)C1C(=O)O (stereo not drawn)	11.6	2.2	24.3	-0.9	11.1	1.5	-2.8	14.9
More entries follow:
SMILES	tim23-1 inh	CHOP UPR activ	Mdm2-MdmX inh	UPR XBP1 act	Jurkat NFkB inh	697 NFkB inh	APJ ag	APJ antagonist
COc1ccc(S(=O)(=O)NCc2cccnc2)cc1C(=O)NC1CCCCC1	-4.3	2.3	12.8	-1.4	4.6	23.0	-8.2	-2.4
O=C(O)C1(P(=O)(c2ccc(Cl)cc2)c2ccc(Cl)cc2)CCCC1	8.4	0.9	5.2	-1.8	11.7	16.0	1.1	0.5
O=c1c2cc(N3CCOCC3)ccc2[nH]c(=S)n1CCN1CCCC1	7.8	0.2	6.7	-0.2	4.2	14.2	-1.8	-5.4
Cc1ccnc(NC(=O)c2oc3ccccc3c2C)c1	20.1	-3.1	-113.0	-3.5	-168.3	-187.6	1.3	6.7
O=C(CNC(=O)OCc1ccccc1)NC1CCCCCC1	-11.9	0.9	32.5	-0.5	5.6	5.3	-3.9	25.5
CCCCn1c(/C=N/Nc2nc3ccccc3[nH]2)nc2ccccc21	55.0*	113.2*	47.4	27.6	-41.2	-59.0	-3.1	-7.6
CCn1c(Cc2ccccc2)nnc1SCC(=O)Nc1ccc(OC)cc1	-2.8	-0.8	-14.9	-0.8	0.2	-17.5	0.2	-15.6
Cc1cc(=O)n2nc(N3CCC(C(=O)NCc4ccccc4)CC3)sc2n1	20.2	-0.8	21.9	-6.6	16.5	-17.1	0.9	0.4
CCCOC(=O)c1c(NC(=O)C2CCCO2)sc(C(=O)OC)c1C (stereo not drawn)	-6.6	0.7	9.5	-4.6	0.5	-7.5	-4.3	24.6
Cc1ccsc1C(=O)Nc1ccc(C(=O)O)cc1	20.4	0.3	-1.5	0.9	-18.0	-6.8	0.2	-0.5
Cc1ccc(S(=O)(=O)N(CC(=O)O)c2ccc(Cl)c(C(F)(F)F)c2)cc1	13.3	0.3	-2.3	-4.4	-6.1	1.2	-0.4	-3.6
Cc1ccc(NC(=S)NN(C)c2cc(C)nc(C)n2)cc1	2.2	2.5	-8.4	-0.6	-4.3	-0.2	2.7	-4.2
CC1=C(C#N)C(Nc2ccc(C)cn2)(C(F)(F)F)C(=O)N1 (stereo not drawn)	-1.5	0.7	15.2	0.6	-2.8	10.3	-0.9	-13.4
O=S1(=O)Nc2c(ccc3cccnc23)-c2ccccc21	70.0*	345.8*	100.3*	1.4	69.1*	-82.3	-11.0	52.6*
O=C(O)CCn1c(O)c(C=C2N=c3ccccc3=N2)sc1=S	5.2	-5.7	-11.0	-7.2	2.2	55.2*	2.9	-19.5
CC(C)CNC(=O)c1cccc(NC(=O)Cc2ccc(Cl)cc2)c1	4.4	3.2	9.1	-2.8	-19.5	6.9	3.6	-12.5
COCCCNC(=O)c1ccccc1-c1cc(C)no1	1.6	2.1	32.4	-1.9	1.0	1.6	-3.8	10.8
COC(=O)Cc1c(C)c2ccc(OC(=O)c3ccco3)cc2oc1=O	23.8	0.0	12.3	0.2	1.9	17.3	-2.4	0.4
CC(=O)Nc1cc2cc(NS(=O)(=O)c3ccc(Cl)cc3)ccc2oc1=O	-12.7	0.6	-7.9	-1.4	-1.1	5.0	1.6	-8.5
O=C(c1ccc(Br)cc1)N(c1ccccn1)C1CCCCC1	35.8	-0.5	-7.4	0.8	-9.0	15.6	-1.4	-1.2
CSc1nc(N)nc(SCC(=O)OC(C)C)c1C#N	5.1	1.4	-8.0	-2.2	-16.6	7.4	-2.3	16.6
Cc1ccccc1N1CCN(C2CCCN(C(=O)c3ocnc3C)C2)CC1 (stereo not drawn)	7.5	0.1	-6.5	-2.6	20.0	-9.5	-2.3	8.4
Cc1ccccc1-c1noc(-c2ccccc2C(=O)O)n1	18.2	-1.2	8.1	1.1	-10.7	-1.4	-2.3	-14.2
CC(C)Nc1ccc(C(CC(N)=O)NC(=O)Cc2ccc(Cl)cc2)cc1[N+](=O)[O-] (stereo not drawn)	7.5	1.1	-3.2	-0.5	41.5	4.2	0.3	21.6
CCCCOc1ccc(C2OC34CCCCC3C(C#N)(C#N)C2(C#N)C(=N)O4)cc1 (stereo not drawn)	6.3	33.9	-5.2	-0.6	6.5	24.0	24.5	-18.0
New compounds follow
SMILES	tim23-1 inh	CHOP UPR activ	Mdm2-MdmX inh	UPR XBP1 act	Jurkat NFkB inh	697 NFkB inh	APJ ag	APJ antagonist
Cc1ccc(-c2cc(-c3cccs3)[nH]n2)c(O)c1	51.3*	8.2	-174.3	-5.4	-143.7	-147.1	-0.2	1.5
COc1ccc(CCN2CN(S(=O)(=O)c3ccccc3)c3nc4ccccc4nc32)cc1OC	28.5	2.5	7.7	-0.9	-5.0	9.4	0.5	1.8
CCCc1nc(SCC(=O)N2CCOCC2)c2c(C)c(C)sc2n1	15.1	1.1	0.2	-2.0	-2.4	-6.2	-0.1	13.3
CCCN(CCC)S(=O)(=O)c1ccc(Cl)c([N+](=O)[O-])c1	32.7	1.1	29.5	-1.0	1.1	15.1	6.0	-30.4
Cc1cc(N)n(-c2ccc(S(=O)(=O)N3CCCC3)cc2[N+](=O)[O-])n1	18.3	-2.3	-11.7	-2.3	9.0	6.7	0.6	-22.9
Cc1ccc(C)[n+](CC(=O)c2ccc(-c3ccccc3)cc2)c1	-73.7	0.9	-8.9	-1.8	19.3	-8.7	2.8	-2.0

Screening data (PubChem)
